Screening data (PubChem BioAssay)
RGS4 inh = inhibitors of human RGS4; P49798; HEK293 M3R/RGS4 inducible, Fluo-4 calcium flux; stronger effect = higher value; triggered by carbachol at its EC20; B-score at 10 µM; 310,000 tested, 0.45% active; AID 463165;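 active means B-score, a plate-corrected calcium signal, over three deviations above library mean, with baseline fluorescence within five deviations of library mean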;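 further: RGS4 expression induced by doxycycline in cells with stable M3 receptor; B-score is computed from the integrated fluorescence ratio over baseline after carbachol; higher B-score means a larger calcium signal and so more RGS4 inhibition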
Target sequence (P49798 whole entry, looked up): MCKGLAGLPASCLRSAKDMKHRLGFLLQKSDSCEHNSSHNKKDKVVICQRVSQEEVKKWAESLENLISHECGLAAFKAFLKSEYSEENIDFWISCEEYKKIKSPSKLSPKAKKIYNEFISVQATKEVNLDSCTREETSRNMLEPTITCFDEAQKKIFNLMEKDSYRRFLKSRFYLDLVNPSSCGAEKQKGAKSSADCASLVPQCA
MrgX1 antagonist = blocks BAM8-22 activation of human MrgX1 receptor | Q96LB2 | MRGX1-HEK293 calcium flux, Fluo-4, BAM8-22 antagonism; stronger effect = lower value | B-score at 10 µM | 310,000 tested, 1.3% active;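 active means calcium-response B-score plate-corrected more than 3 library SD below zero, starting fluorescence within 5 deviations, no agonist response on first addition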;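 further: peak minus trough fluorescence over baseline after final BAM8-22 challenge near maximal dose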
Target sequence (Q96LB2 whole entry, looked up): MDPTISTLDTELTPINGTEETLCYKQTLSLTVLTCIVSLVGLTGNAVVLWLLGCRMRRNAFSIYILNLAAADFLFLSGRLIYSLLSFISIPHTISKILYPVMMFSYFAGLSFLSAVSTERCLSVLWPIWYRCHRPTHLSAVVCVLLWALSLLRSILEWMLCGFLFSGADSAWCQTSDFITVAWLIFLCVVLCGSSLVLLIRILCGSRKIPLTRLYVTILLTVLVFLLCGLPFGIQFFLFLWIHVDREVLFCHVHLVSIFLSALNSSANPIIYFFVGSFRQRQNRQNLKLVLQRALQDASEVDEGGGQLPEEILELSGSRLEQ
MrgX1 ag = activates human MrgX1 receptor signaling; Q96LB2; 310,000 tested, 0.44% active; AID 588627; B-score at 10 µM; MrgX1-HEK293 cells, Fluo-4 calcium fluorescence, agonist mode; stronger effect = higher value;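 active means calcium response B-score plate-corrected fluorescence ratio at least 3 library SD, with starting fluorescence B-score inside 5 SD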
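Assay system: MrgX1-expressing HEK293 cells / Amount: fifteen thousand cells per well / Doses: test compound in the initial addition of three / Timing: cells plated overnight, dye loaded 0.5 h 37 °C, 0.5 h room temperature / Technique: kinetic calcium dye fluorescence, Fluo-4 NW / Control set: positive and negative controls per plate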
ANO1 activ = activators or potentiators of mouse TMEM16A chloride channel; Q8BHY3; HEK293 TMEM16A/YFP-H148Q/I152L, iodide quench fluorescence; stronger effect = lower value; B-score at 10 µM; 340,000 tested, 0.3% active;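 active means fluorescence-ratio B-score plate-corrected deviation score at least 3 library SD below zero, with starting fluorescence score within 5 deviations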;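 further: channel opened by trigger with iodide after compound preincubation; score built on the fluorescence ratio of max minus min over baseline; more negative score means more quench and so TMEM16A activation or potentiation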
TRPC6 inh = blocks the mouse TRPC6 cation channel; 310,000 tested, 1.1% active; B-score at 10 µM; Q61143; HEK293-TRPC6, membrane potential dye, ACh-evoked depolarization; stronger effect = lower value; AID 2553;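 active means B-score under library mean minus 3 SD, initial fluorescence not abnormally high, positive integrated signal ratio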;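 further: B-score derived from integrated fluorescence ratio over the kinetic read; more negative B-score means stronger inhibition of depolarization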
HDAC3 inh = human HDAC3 inhibition; 320,000 tested, 0.15% active; recombinant HDAC3, fluorogenic peptide/trypsin coupled, fluorescence; O15379; inhibition, % at 8.3 µM; AID 2718; in the data active means inhibition above about 26%, passing the limit was not always enough; inconclusive means no clear call, values can overlap the other calls
Target sequence (O15379 whole entry, looked up): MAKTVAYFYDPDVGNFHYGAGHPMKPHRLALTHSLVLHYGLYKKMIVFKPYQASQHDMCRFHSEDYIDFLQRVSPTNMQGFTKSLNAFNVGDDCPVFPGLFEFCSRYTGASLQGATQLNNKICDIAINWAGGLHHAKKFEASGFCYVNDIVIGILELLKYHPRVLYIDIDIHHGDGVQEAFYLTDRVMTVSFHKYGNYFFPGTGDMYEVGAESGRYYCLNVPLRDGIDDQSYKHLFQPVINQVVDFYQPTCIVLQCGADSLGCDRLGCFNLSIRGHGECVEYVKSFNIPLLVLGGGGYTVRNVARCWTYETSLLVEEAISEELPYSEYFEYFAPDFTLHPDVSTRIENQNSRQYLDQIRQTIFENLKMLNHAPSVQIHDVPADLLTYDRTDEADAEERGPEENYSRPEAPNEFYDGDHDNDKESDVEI
MrgX1 allo act = allosterically activates human MrgX1 receptor signaling. Q96LB2. MrgX1-HEK293, Fluo-4 calcium flux, FDSS; stronger effect = higher value. B-score at 10 µM. 310,000 tested, 0.63% active;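 active means plate-corrected calcium response at least 3 library SD above typical, normal starting fluorescence, not activating the receptor alone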;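 further: compound read alongside a low EC10 to EC30 dose of BAM8-22 agonist; peak minus trough fluorescence over baseline measured at the second addition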
SKKanGAS inh = blocks kanamycin growth of S. pyogenes SKKanGAS strain. inhibition, % at 7.5 µM. BacTiter-Glo, 6 h. 300,000 tested, 1.3% active;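 active means mean replicate score, as percent of positive control median, at least 50; inconclusive means mean below 50 but one replicate at or above 50; inactive means mean and every replicate below 50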;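 further: strain carries kanamycin resistance gene driven by streptokinase promoter and grows in 40 µg/ml kanamycin; loss of luminescence reflects streptokinase promoter inhibition or plain growth inhibition; 0% = median of DMSO wells and 100% = positive control at its reference dose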
TMEM16A inh = mouse TMEM16A channel inhibition, primary screen. Q8BHY3. AID 588511. normalized B-score (activity score, 25-100; higher = stronger inhibition) at 10 µM. HEK293 TMEM16A/YFP iodide influx fluorescence, ionomycin. 310,000 tested, 1.2% active;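 active means ratio plate-corrected score three or more library SD toward inhibition, starting fluorescence score within five deviations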;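 further: score derived from kinetic fluorescence span divided by baseline fluorescence per well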
RGS4 pot = potentiators or activators of RGS4; HEK293 M3R/inducible RGS4, carbachol calcium flux Fluo4; stronger effect = lower value; B-score at 10 µM; 310,000 tested, 0.92% active; AID 463111;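 active means B-score of the integrated calcium signal more than 4 SD below the library mean, with starting fluorescence not abnormally high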;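 further: negative B-score means reduced calcium response which marks RGS4 activation or potentiation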
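Assay system: Inducible-RGS4 HEK293 cells carrying M3 receptor | Schedule: Compound preincubation 20 min at room temperature before agonist | Signal: Kinetic calcium fluorescence imaging with Fluo4-AM dye, 2 µM | Read-out basis: B score from integrated fluorescence ratio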
TRPC6 activator = activators of mouse TRPC6 channel; Q61143; HEK293-TRPC6 membrane potential dye fluorescence; stronger effect = higher value; B-score at 10 µM; 310,000 tested, 0.13% active;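 active means B-score of the integrated fluorescence ratio above library mean plus 3 SD, and starting fluorescence ratio within library mean plus 5 SD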;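 further: higher score means more depolarization so channel activation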
Starred values were filed as active, the others as inactive; i = inactive; ? = inconclusive; . = not tested or not shown. No enrichment for hits; overall some 6.7% were active at least once.

SMILES	RGS4 inh	MrgX1 antagonist	MrgX1 ag	ANO1 activ	TRPC6 inh	HDAC3 inh	MrgX1 allo act	SKKanGAS inh	TMEM16A inh	RGS4 pot	TRPC6 activator
Cc1nc2ccccc2n1C(=O)c1ccccc1[N+](=O)[O-]	i	i	i	i	i	0.4	i	-5.4	i	i	i
COc1ccc(NS(=O)(=O)c2ccc(OCC(=O)N3CCCC3)cc2)cc1	i	i	i	i	i	-1.9	i	5.5	i	i	i
N/C(=N\OC(=O)Cc1ccc(-c2ccccc2)cc1)c1cccc([N+](=O)[O-])c1	i	i	i	i	i	4.4	i	4.0	i	i	i
CN(C(=O)COC(=O)c1cc(-c2ccco2)nc2ccccc12)C1CCS(=O)(=O)C1 (stereo not drawn)	i	i	i	i	i	-1.9	i	-4.4	i	i	i
Cc1cc(C)cc(N2Cc3ccccc3C2)c1	i	i	i	i	i	-1.6	i	1.8	i	i	i
CN(CC(=O)NCc1ccccc1Cl)S(=O)(=O)c1cccs1	i	i	i	i	i	0.4	i	0.4	i	i	i
N#CCOC(=O)C1CCN(S(=O)(=O)c2ccc3c(c2)OCCO3)CC1	i	i	i	i	i	6.1	i	-6.9	i	i	i
CN(CC(=O)Nc1cccc(F)c1)C(=O)C1CCN(S(=O)(=O)c2ccc3c(c2)OCCO3)CC1	i	i	i	i	i	7.2	i	-1.7	i	i	i
NC(=O)C1CCN(C(=O)/C=C/c2ccco2)CC1	i	i	i	i	i	4.1	i	-1.3	i	i	i
CCOc1cnc(C(=O)NNC(=O)c2ccccc2Br)o1	i	i	i	i	i	2.0	i	-2.5	i	i	i
O=C(NC1CCCC1)c1ccccc1-c1nc2ccccc2[nH]1	i	i	i	i	i	-0.7	i	-2.1	i	i	i
Cc1c(-c2ccccc2Cl)nc2ccccc2c1C(=O)O	i	i	i	i	i	?	i	-3.0	i	i	i
CN(C)S(=O)(=O)c1ccc(C(=O)OCC(=O)Nc2sc3c(c2C#N)CCCCC3)cc1	i	i	i	i	i	2.7	i	7.8	i	i	i
Nc1cc(=O)nc(SCC(=O)Nc2cccc3ccccc23)n1CCc1ccccc1	i	i	i	i	i	2.3	i	6.1	i	i	i
COC(=O)c1[nH]c2ccccc2c1NC(=O)CN1CCN(c2cccc(OC)c2)C(C)C1 (stereo not drawn)	i	i	i	i	i	0.5	i	26.8	i	i	i
COC(=O)c1[nH]c2cc(OC)ccc2c1NC(=O)CCN1CCN(c2ccccc2)CC1	i	i	i	i	i	-12.5	i	0.9	i	i	i
C=CCC(O)(CC=C)C(C)N (stereo not drawn)	i	i	i	i	i	0.2	i	-3.4	i	i	i
Cc1ccc(-n2nc3c(=O)n(CC(=O)NCCc4ccccc4C)nc(C)c3c2C)cc1	i	i	i	i	i	-4.5	i	9.4	i	i	i
Cc1ccccc1NC(=O)NCC1CCN(Cc2cccc(Cl)c2)CC1	i	i	i	i	i	-1.3	i	-1.5	i	i	i
O=C(Nc1cc(Cl)ccc1N1CCOCC1)C1=COCCO1	i	i	i	i	i	-0.4	i	-6.7	i	i	i
O=C(CSc1nnc(CNc2ccc(F)cc2)n1CC1CCCO1)Nc1ccccc1 (stereo not drawn)	i	i	i	i	i	-10.0	i	-0.3	i	i	i
COCCNC(=O)C(c1ccc(F)cc1)N(CCOC)C(=O)CCC(=O)Nc1ccccn1 (stereo not drawn)	i	i	i	i	i	-1.6	i	-19.0	i	i	i
Cc1cc2occ(CC(=O)O)c2cc1C	i	i	i	i	i	-2.6	i	4.8	i	i	i
CC(=O)Nc1c(S(=O)(=O)c2ccccc2)c2nc3ccccc3nc2n1Cc1ccccc1	i	i	i	i	i	-36.8	i	-7.6	i	i	i
O=C(O)/C=C/c1cn(Cc2ccccc2)nc1-c1cccnc1	i	i	i	i	i	3.6	i	-5.0	i	i	i
Cc1cc(C)c(NC(=O)CSc2nc3ccc(NC(=O)CSc4nnnn4-c4ccccc4)cc3s2)c(C)c1	i	i	i	i	i	-5.7	i	1.1	i	i	i
CCOC(=O)c1c(C)oc2c1cc(NS(=O)(=O)c1ccc(C(=O)O)cc1)c1ccccc12	i	i	i	i	i	7.2	i	29.6	i	i	i
COc1cc(CN2CCN(C(=O)CC(C)C)CC2)cc(OC)c1O	i	i	i	i	i	-2.1	i	-3.3	i	i	i
Cc1c(CCO)c(=O)oc2n[nH]c(-c3ccccc3)c12	i	i	i	i	i	5.4	i	9.0	i	i	i
CCOC(=O)NCC(C#CCN(CC)CC)N(CC)CC (stereo not drawn)	i	i	i	i	i	0.6	i	4.3	i	i	i
CCOC(=O)c1nn(-c2ccc(C)cc2)c(=O)cc1OCC(=O)N1CCN(c2ccccc2)CC1	i	i	i	i	i	.	i	12.5	i	i	i
C[C@H]1CN=C(Nc2ccccc2)N1CCCC1CCCCC1	i	-6.05*	i	i	i	-12.8	i	3.8	i	i	i
Cc1cc2nc(-c3ccccc3)cc(=O)n2[nH]1	i	i	i	i	i	-7.2	i	1.3	i	i	i
COc1ccc(NC(=O)N2CCN(c3cccc(C(F)(F)F)c3)CC2)cc1OC	i	i	i	i	i	1.7	i	-9.3	i	i	i
C=CCN(c1ccc(Cl)cc1)S(=O)(=O)c1cccc(C(=O)OCC(=O)N(C)C)c1	i	i	i	i	i	1.7	i	-0.7	i	i	i
CC1=C(C/C=C(\C)CCC[C@H](C)CCC[C@H](C)CCCC(C)C)C(=O)c2ccccc2C1=O	i	i	i	.	i	4.0	i	0.2	i	i	i
COc1ccc(S(=O)(=O)Nc2ccc(S(=O)(=O)NCC3CCCO3)cc2)cc1 (stereo not drawn)	i	i	i	i	i	0.3	i	0.2	i	i	i
O=c1c2ccccc2nc2n1CC/C2=C/N1CCN(c2cccc(C(F)(F)F)c2)CC1	i	i	i	i	i	0.4	i	1.2	i	i	i
COc1ccc(Cl)cc1Nc1nc(C)nc2c1nnn2Cc1ccccc1	i	i	i	i	i	-10.4	i	-1.6	i	i	i
c1ccc(CCN(Cc2ccccc2)C2CCN(C3CCCC3)CC2)cc1	i	i	i	i	i	-1.1	i	1.1	i	i	i
COc1ccc(-c2nc(C(=O)NCC3CCCO3)cc3c2[nH]c2ccccc23)cc1 (stereo not drawn)	i	i	i	i	i	-2.3	i	33.4	i	i	i
CC(C)Cn1c2ccccc2c2cc(C(=O)O)ccc21	i	i	i	i	i	-5.8	i	0.1	i	i	i
CCC/C(=N/NC(=O)c1cccc(Cl)c1)c1ccccc1	i	i	i	i	i	6.3	i	2.2	i	i	i
COc1ccc(NC(=O)CNC(=O)c2cccs2)cc1Cl	i	i	i	i	i	-1.4	i	15.5	i	i	i
O=C1Cc2ccccc2Sc2ccc(Cl)cc21	i	i	28.3*	i	i	-8.8	i	75.0*	i	i	i
COc1ccc(NS(=O)(=O)c2cccc(C(=O)NC3CCC(O)CC3)c2)cc1 (stereo not drawn)	i	i	i	i	i	-5.3	i	35.5	i	i	i
Cc1nc2ccccc2c(=O)n1NC(=O)c1c(O)c2c(n(CC(C)C)c1=O)CCCC2	i	i	i	i	i	1.6	i	33.3	i	i	i
O=C(Nc1nc2ccccc2s1)c1cc(-c2ccccc2)nn1-c1ccccc1	i	i	i	i	i	-2.3	i	10.7	i	i	i
CC1C/C(=C/c2ccccn2)C(=O)/C(=C/c2ccccn2)C1 (stereo not drawn)	10.2*	i	i	i	i	0.7	i	-22.6	i	i	i
CCOc1ccc(NC(=O)CN(C)C(=O)c2ccc(C)o2)cc1OCC	i	i	i	i	i	0.1	i	-5.6	i	i	i
CC(C)CN(C(=O)c1cccc(S(=O)(=O)N2CCN(C)CC2)c1)C1CCS(=O)(=O)C1 (stereo not drawn)	i	i	i	i	i	-3.7	i	-6.6	i	i	i
CCOc1ccc(NC(=O)CN(C)C(=O)c2cc(C)oc2C)cc1OCC	i	i	i	i	i	2.5	i	12.0	i	i	i
COc1ccc(CC(NC(C)=O)C(=O)NC2CCN(S(=O)(=O)c3ccccc3)CC2)c(OC)c1 (stereo not drawn)	i	i	i	i	i	-2.0	i	-1.7	i	i	i
O=C(Nc1cc2cccc([N+](=O)[O-])c2oc1=O)c1cccs1	i	i	i	i	i	2.0	i	2.5	i	i	i
COc1ccc(NC(=O)/C(=C\c2ccncc2)NC(=O)c2ccccc2)cc1	i	i	i	i	i	1.7	i	4.2	i	i	i
CC(OC(=O)c1cc(S(=O)(=O)Nc2ccc(F)cc2)ccc1Cl)C(=O)Nc1ccc2c(c1)OCCO2 (stereo not drawn)	i	i	i	i	i	4.6	i	9.9	i	i	i
COc1cccc(Cn2nnc3c(=O)[nH]c(C4CCCN(C(=O)c5ccccc5Cl)C4)nc32)c1 (stereo not drawn)	i	i	i	i	i	3.0	i	0.5	i	i	i
CCCS(=O)(=O)N1CCN(CCCc2ccccc2)CC1	i	i	i	i	i	-4.7	i	-3.7	i	i	i
Nc1nonc1-n1nnc(C(=O)N/N=C/c2ccco2)c1-c1ccccc1	i	i	i	i	i	6.8	i	0.6	i	i	i
N#Cc1cc(-c2ccccc2)oc1/N=C/c1ccccc1O	i	i	i	i	i	-29.3	i	-5.0	i	i	i
Following part
SMILES	RGS4 inh	MrgX1 antagonist	MrgX1 ag	ANO1 activ	TRPC6 inh	HDAC3 inh	MrgX1 allo act	SKKanGAS inh	TMEM16A inh	RGS4 pot	TRPC6 activator
O=c1[nH]c2cc(C(F)(F)F)ccc2n1-c1cc(C(F)(F)F)ccc1O	.	i	i	i	.	8.1	i	.	i	.	.
CCCN(CCC)S(=O)(=O)c1cccc(-c2csc(C)n2)c1	i	i	i	i	i	11.7	i	-2.1	i	i	i
CCCN1C(=O)CC(Sc2ncccc2C(=O)O)C1=O (stereo not drawn)	i	i	i	i	i	-2.8	i	1.4	i	i	i
CCOc1cc(C(=O)Oc2cc(C)[nH]c(=O)c2[N+](=O)[O-])cc(OCC)c1OCC	i	i	i	i	i	2.1	i	-2.8	i	i	i
COc1ccc(OCC(=O)Nc2ccc(S(=O)(=O)N3CCCCC3)cc2)cc1	i	i	i	i	i	2.0	i	-7.8	i	i	i
